AGP1-GFP MLPCN – modulators of AGP1-GFP expression in yeast TOR pathway, primary screen, cell-based, multiplex flow cytometry, S. cerevisiae, MLPCN library. 3 h; GFP as percent of DMSO wells. GFP response vs DMSO, % at 10 µM. 0.02% of 320,000 active. AID 2066, 2009;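 active means GFP response relative to DMSO above a set limit, near screen average plus 3 SD, cut at about 150% in these data; inconclusive means fewer than 70 cells counted for the yeast strain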;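 further: median GFP channel fluorescence of the gated AGP1 strain per well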
LAP4 TOR yeast – modulators of LAP4-GFP expression in yeast, primary screen, S. cerevisiae, multiplex flow cytometry, MLPCN library; 3 h; median GFP as percent of DMSO wells; GFP response vs DMSO, % at 10 µM; 0.34% of 320,000 active;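 active means GFP response vs DMSO above a set limit, about the screen mean plus 3 SD, cut at about 150% in these data; inconclusive means under 70 cell events counted for the yeast strain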
MEP2-GFP yeast – modulators of MEP2-GFP levels in yeast, primary screen, S. cerevisiae, multiplex flow cytometry, MLPCN library. S. cerevisiae MEP2-GFP strain, 3 h; 100% = DMSO control level. GFP response vs DMSO, % at 10 µM. 0.51% of 330,000 active. AID 2016, 2009;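 active means GFP response versus DMSO above a set limit, roughly screen mean plus 3 SD, cut at about 180% in these data; inconclusive means fewer than 70 cells counted for a yeast strain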;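 further: median GFP fluorescence of the barcode-gated MEP2-GFP cells per well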
CIT2 TOR yeast – modulators of CIT2-GFP expression in yeast, primary screen, S. cerevisiae, GFP fusion, multiplex flow cytometry, MLPCN library | GFP response vs DMSO, % at 10 µM | 0.065% of 320,000 active | S. cerevisiae CIT2-GFP strain, 3 h; 100 means same as DMSO wells | AID 2029, 2009;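 active means GFP response relative to DMSO above a set limit, near the screen mean plus 3 SD, cut at about 150% in these data; inconclusive means Fewer than 70 cells measured for a yeast strain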;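 further: ratio of well median GFP fluorescence to mean of DMSO wells on the plate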
GRK2 inh – compounds blocking aptamer binding on GRK2 – biochemical, human GRK2, bead flow cytometry, HTS, primary screen; inhibition of aptamer binding, % at 10 µM; Beta-adrenergic receptor kinase 1 (Homo sapiens), P25098; FAM-aptamer displacement from GRK2; 0.59% of 330,000 active; AID 488847, 2010;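 active means inhibition of aptamer binding above 40%, roughly 3 SD of noise, on plates passing a quality check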;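 further: median bead fluorescence of bound FAM aptamer so fluorescent compounds give negative values; no value below 0 was filed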
Target sequence (P25098 whole entry, looked up): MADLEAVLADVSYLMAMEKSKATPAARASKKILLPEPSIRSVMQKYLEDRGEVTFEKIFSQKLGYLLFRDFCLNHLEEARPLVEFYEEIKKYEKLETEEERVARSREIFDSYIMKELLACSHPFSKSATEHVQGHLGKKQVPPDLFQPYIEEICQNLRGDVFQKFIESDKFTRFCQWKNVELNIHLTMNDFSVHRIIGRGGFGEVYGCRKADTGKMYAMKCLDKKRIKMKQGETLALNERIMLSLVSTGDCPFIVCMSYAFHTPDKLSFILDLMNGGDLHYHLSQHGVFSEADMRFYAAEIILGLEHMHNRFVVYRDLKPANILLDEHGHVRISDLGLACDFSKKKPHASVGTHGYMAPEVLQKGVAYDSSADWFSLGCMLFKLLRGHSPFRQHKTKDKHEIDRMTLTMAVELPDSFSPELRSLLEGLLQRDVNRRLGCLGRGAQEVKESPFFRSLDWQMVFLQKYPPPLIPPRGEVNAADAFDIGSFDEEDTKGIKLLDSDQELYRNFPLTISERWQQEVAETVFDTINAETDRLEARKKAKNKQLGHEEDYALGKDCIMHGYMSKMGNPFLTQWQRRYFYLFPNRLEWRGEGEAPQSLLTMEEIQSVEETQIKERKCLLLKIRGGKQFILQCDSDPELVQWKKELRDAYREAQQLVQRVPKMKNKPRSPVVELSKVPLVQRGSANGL
Yeast superoxide – reduction of superoxide in aged yeast, primary screen, HTS; S. cerevisiae aged cells, superoxide DHE fluorescence; hits give low values; superoxide response (% of plate mean), % at 10 µM; 0.18% of 330,000 active; AID 2690, 2010;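 active means superoxide response under a set limit, about three screen SD below normal, cut at about 65% in these data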;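 further: yeast aged for seven days with compound at 30 °C before DHE staining; 100% = average MFI of all compound-treated wells on the plate with controls excluded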
VLA-4 inh – inhibition in human VLA-4 binding assay, primary screen, VLA-4 allosteric modulator project, MLPCN library, flow cytometry, VLA-4 expressing cells; Integrin alpha-4 (Homo sapiens), P13612; ligand binding flow cytometry; inhibition, % (about 7 µM as worked out from the volumes in the protocol); 0.2% of 330,000 active; in the data active means inhibition above about 50%
RPL19A-GFP yeast – RPL19A-GFP expression modulators in yeast, primary screen, cell-based, S. cerevisiae, multiplex flow cytometry, MLPCN. AID 2025, 2009. 0.3% of 330,000 active. S. cerevisiae RPL19A-GFP strain, 3 h; hits give low values. percent response vs DMSO, % at 10 µM;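 active means percent response vs DMSO below 50%; inconclusive means fewer than 70 events counted for the yeast strain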;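 further: median channel GFP fluorescence of the barcoded RPL19A-GFP strain; ratio of sample median GFP to plate DMSO average so 100% = DMSO; lower means less RPL19A-GFP as with rapamycin TOR inhibition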
Numbers without * were called inactive; i = inactive; u = inconclusive; x = no result given; [ ] = remark or other dose.

SMILES	AGP1-GFP MLPCN	LAP4 TOR yeast	MEP2-GFP yeast	CIT2 TOR yeast	GRK2 inh	Yeast superoxide	VLA-4 inh	RPL19A-GFP yeast
C#CCOCCOCCOCCNc1nc(N2CCN(C(=O)CCCCCCCCCCNC(=O)[C@H]([C@@H](C)CC)n3cc(CCCCN=C(N)N)nn3)CC2)nc(N2CCN(C(=O)CCCCCCCCCCNC(=O)[C@H]([C@@H](C)CC)n3cc(CCCCN=C(N)N)nn3)CC2)n1	84	119	100	76	0	103	-19	96
O=C(CCc1ccc(S(=O)(=O)N2CCOCC2)cc1)Nc1ccc(N2CCOCC2)cc1	100	100	98	99	0	91	2	97
O=C(Cn1c(-c2ccccn2)nc2ccccc21)NCCN1CCOCC1	105	98	106	106	2	88	5	100
O=C(NCCc1ccccc1)C(c1ccc(F)cc1)N(C(=O)c1csnn1)C1CC1 (stereo unspecified)	u	57[may fluoresce violet]	201*[may fluoresce violet]	u	2	104	-3	28*[may fluoresce violet]
CCC1(C)Cc2c(sc3nnn(CC(=O)Nc4cccc5ccccc45)c(=O)c23)CO1 (stereo unspecified)	100	98	103	95	0	102	9	92
CCN(CC)S(=O)(=O)c1ccc(OC(C)C)c(N)c1	98	94	94	94	0	108	-13	95
CC(Sc1nnc(-c2ccc(Cl)cc2)n1N)C(=O)NCC1CCCO1 (stereo unspecified)	101	107	97	102	0	95	5	99
Oc1cccc(Nc2nc(-c3ccccc3Cl)nc3ccccc23)c1	102	95	102	104	3	107	-2	104
CCCCNCCOCCOc1ccccc1-c1ccccc1	102	105	92	110	6	95	10	104
Cc1cc(C)c(C#N)c(SCc2ccccc2C(=O)O)n1	95	99	96	79	2	122	26	98
O=C(CNC(=O)c1ccncc1)N/N=C/c1cccc([N+](=O)[O-])c1	106	123	156	170*	0	127	7	122
O=[N+]([O-])c1cccc(N/N=C/c2cccc(O)c2O)c1	100	114	111	91	2	104	10	108
COc1ccc(-c2cnnn2-c2ccc(NC(=O)c3ccc(S(=O)(=O)N4CCCCC4)cc3)cc2)cc1	105	98	105	104	0	120	1	102
CS(=O)(=O)N1CCN(C(=O)CSc2ccccc2)CC1	102	90	101	109	1	96	6	108
Cc1ccccc1OCCn1cc(C=O)c2ccccc21	88	84	92	95	2	101	6	99
CCOC(=O)C1=C(C)N=C2SC(C)C(=O)N2C1c1cccc(F)c1 (stereo unspecified)	100	100	97	92	0	85	-28	96
Cc1ccc(C)c(SCC(=O)OCC(=O)NCc2ccccc2)c1	95	98	105	102	6	107	0	107
O=C(CCSc1nnc(-c2ccncc2)o1)Nc1ccc(Cl)cc1	105	108	102	97	2	112	51*	99
Cc1cc(C)n2nc(SCc3ccccc3)nc2n1	102	110	99	94	x	102	-2	101
O=C(Nc1ccc2ccccc2n1)c1ccccc1Br	87	100	100	93	0	92	12	98
Cc1cc(SCC(=O)NC(=O)c2cccn2C)nc2ccccc12	99	105	95	79	0	101	-16	97
CCNc1nc(NC(C)C)nc(N(C#N)CCOc2ccc(Cl)cc2Cl)n1	102	103	97	x	0	113	-2	103
O=C(COC(=O)CNC(=O)c1ccc(Cl)c([N+](=O)[O-])c1)NCC1CCCO1 (stereo unspecified)	88	84	92	80	1	109	-1	88
CC(=O)Nc1nc(CC(C)C)cc(-c2ccccc2)c1C#N	95	109	95	91	0	103	21	96
O=C1C(=O)N(Cc2cccnc2)C(c2ccccn2)/C1=C(/O)c1ccccc1 (stereo unspecified)	104	101	101	100	5	112	1	104
O=C(NCc1nc(-c2ccc(Cl)cc2)no1)c1ccc2c(c1)OCO2	97	105	98	100	1	92	1	106
NC(=O)NCCN1CCN(c2ncc(C(F)(F)F)cc2Cl)CC1	110	98	109	108	0	91	0	98
COc1ccc(C(=O)NC(=S)NCCc2ccccc2)cc1	98	95	104	104	0	89	10	103
Cc1cc(NC(=O)CSc2nc3ccsc3c(=O)n2CCCCC(=O)O)no1	111	102	110	109	0	122	-17	105
Cc1ccc(C(=O)c2ncc[nH]2)cc1	109	105	106	101	1	104	7	103
CCN(CC)c1ccc2cc(-c3nc4ccccc4n3C)c(=O)oc2c1	93	108	100	88	0	123	11	97
Cc1cccc(C(=O)Nc2nnc(-c3ccncc3)o2)c1	104	99	94	104	0	105	5	98
CCOC(=O)CC1NCCc2c1[nH]c1ccc(OC)cc21 (stereo unspecified)	96	93	107	106	0	93	23	104
COc1cc2c(cc1OC)CN(CC(=O)NC(=O)NC1CCCCC1)CC2	96	95	94	96	1	112	3	94
O=C(NC1CCCc2ccccc21)c1ccc(Cl)nc1 (stereo unspecified)	90	92	99	83	0	104	28	x
Cc1cc(C(=O)NC(C)C2CC2)c(Cl)cc1Cl (stereo unspecified)	100	100	110	103	3	97	8	108
CCOC(=O)COc1coc(CN2CCN(c3cccc(Cl)c3)CC2)cc1=O	99	97	99	94	3	93	3	95
O=C(COC(=O)c1ccc2c(c1Cl)C(=O)c1ccccc1C2=O)NC1CCCCC1	108	109	106	105	1	182	5	113
CC(C)CC(=O)Nc1nnn(C)n1	93	87	82	x	2	120	12	97
OC(CNCCC1C=Nc2ccccc21)Cn1c2ccc(Cl)cc2c2cc(Cl)ccc21 (stereo unspecified)	69	99	93	72	0	73	37	84
CC(C)CCN1C(=O)c2ccc(C(=O)NCC3CCCO3)cc2C1=O (stereo unspecified)	101	103	99	90	5	100	9	98
Cc1ccnc(NS(=O)(=O)c2ccc(NC(=O)c3c(-c4ccccc4Cl)noc3C)cc2)n1	102	102	100	90	0	111	1	99
Cc1cccc(NC(=O)C2CCN(S(=O)(=O)c3cccc4nsnc34)CC2)n1	100	95	106	96	0	103	2	96
NC(=O)c1ccccc1N/C=C/C(=O)c1ccccc1	97	103	101	97	0	97	-8	103
Cc1ccc(SCC(=O)Nc2ccccc2C(=O)O)cc1	112	106	106	112	0	98	3	108
O=C(CNS(=O)(=O)c1ccccc1Br)OCC(=O)N1CCc2ccccc21	107	101	101	101	0	97	21	99
CN(C(=O)n1cnc2ccccc21)c1ccccc1	106	93	102	98	3	109	32	101
CCCCN1C(=O)C2C(c3ccc(OC)cc3O)NC(CC(C)C)(C(=O)O)C2C1=O (stereo unspecified)	109	104	111	108	0	94	29	105
Cc1cc(=O)oc(C)c1C(=O)NCCC(C)C	96	108	99	100	0	105	0	94
CCOc1ccccc1N1CN(Cc2ccccc2)CNC1=S	106	116	100	99	0	109	-1	104
COc1ccc(-n2ncc3c(NCc4ccccn4)ncnc32)cc1	103	126	107	94	3	98	15	99
Cc1c(C(=O)N/N=C/c2cccs2)nnn1-c1nonc1N	101	92	102	97	0	110	5	110
CS(=O)(=O)Nc1ccc(Oc2ncccn2)cc1	99	105	102	96	1	85	10	95
Cc1c(C(=O)NC2CCCc3ccccc32)oc2ccc(S(=O)(=O)N3CCCC3)cc12 (stereo unspecified)	92	89	97	96	2	i	12	91
CCCCNC(=O)N1CCN(C(=O)c2ccco2)CC1	105	93	108	108	6	96	24	111
O=C(Nc1ccnn1C1CCN(Cc2ccccc2)CC1)C1CCOC1 (stereo unspecified)	93	94	102	100	0	104	-7	95
CCOC(=O)c1nc(C)nc(Sc2n[nH]c(-c3ccccc3)n2)c1C	102	117	108	98	3	90	4	103
N#CCC(=O)Nc1ccc(C(=O)OCC(=O)NC2CCCc3ccccc32)cc1 (stereo unspecified)	96	94	94	92	2	105	-12	96
CCOc1ncccc1C(=O)OC(C)C(=O)Nc1ccc(N2CCOCC2)cc1 (stereo unspecified)	103	100	102	95	35	103	10	100
O=C(CNC(=O)/C(=C\c1ccc(F)cc1)NC(=O)c1ccccc1)OCc1ccccc1	94	93	97	97	0	96	8	94

One compound at a time, as listed above. Values in the order: AGP1-GFP MLPCN | LAP4 TOR yeast | MEP2-GFP yeast | CIT2 TOR yeast | GRK2 inh | Yeast superoxide | VLA-4 inh | RPL19A-GFP yeast
Cc1c(C(=O)NC2CCCc3ccccc32)oc2ccc(S(=O)(=O)N3CCCC3)cc12 (stereo unspecified) in the list: 92 | 89 | 97 | 96 | 2 | i | 12 | 91
O=C(Nc1ccnn1C1CCN(Cc2ccccc2)CC1)C1CCOC1 (stereo unspecified) in the list: 93 | 94 | 102 | 100 | 0 | 104 | -7 | 95

Later entries:
SMILES	AGP1-GFP MLPCN	LAP4 TOR yeast	MEP2-GFP yeast	CIT2 TOR yeast	GRK2 inh	Yeast superoxide	VLA-4 inh	RPL19A-GFP yeast
CCC(C(=O)Nc1ccc(C(=O)O)cc1NC(=O)C(CC)c1ccccc1)c1ccccc1 (stereo unspecified)	97	96	101	100	2	106	16	103
O=C(CSc1nc2cc(Cl)ccc2s1)c1cc2ccccc2o1	103	118	108	105	0	94	x	105
COc1ccc(Cl)cc1NC(=O)c1ccoc1C	97	102	104	96	2	90	5	97
CCCCn1c(N)c(N(CCOC)C(=O)c2c(-c3ccccc3)noc2C)c(=O)[nH]c1=O	86	95	91	83	1	95	-3	90
CS/C(=N\S(=O)(=O)c1ccc(Cl)cc1)c1ccccc1	91	100	97	91	0	100	20	97
Nc1ccccc1Nc1c(F)c(F)nc(F)c1Cl	99	97	103	111	0	66	-25	101
Cc1cn(Cc2ccccc2Cn2cc(C)c(=O)[nH]c2=O)c(=O)[nH]c1=O	101	105	102	93	1	94	-60	100
O=C(NCC(=O)N1CCCC(C(F)(F)F)C1)c1ccc2ccccc2c1 (stereo unspecified)	107	116	101	97	1	101	3	104
Cc1ccc(O)c(C(=O)c2cnc3onc(-c4ccc(F)cc4)c3c2)c1	91	85	93	92	0	101	-18	98
COc1ccc(C(=O)NC(Nc2ccc(C)cc2)C(Cl)(Cl)Cl)cc1 (stereo unspecified)	101	90	96	101	0	94	-22	101
COc1cc(NC(=O)c2cc3ccccc3o2)c(OC)cc1Cl	102	107	105	97	2	104	12	99
COCCSc1ccccc1C(=O)N1CCC(Cc2ccccc2)CC1	99	100	102	97	0	100	12	98
COc1cc(CCCN2CCNC[C@@H]2Cc2ccccc2)cc(OC)c1OC	105	96	102	102	0	96	43	100
Nc1cccc(S(=O)(=O)Nc2ccc(Br)cc2)c1	97	109	94	83	0	108	5	93
Cc1csc(NC(=O)CCC(=O)N(CC(=O)NC2CCCCC2)c2ccccc2)n1	102	95	105	102	0	99	-6	107
Cc1cc(C)nc(NS(=O)(=O)c2ccc(NS(=O)(=O)c3ccccc3)cc2)n1	103	101	101	100	4	105	3	99
O=C(C(c1ccccc1)c1ccccc1)N1CCN(CC(O)COc2ccccc2)CC1 (stereo unspecified)	100	89	119	x	1	98	0	95
Cc1cc2oc(=O)cc(COC(=O)Cn3cnnn3)c2cc1C(C)C	96	85	94	78	0	134	-13	95
CCCCC(=O)NC(=O)NC(c1ccccc1)c1ccccc1	114	116	101	101	1	102	-3	103
CCOC(=O)C1(CCOc2ccccc2)CCN(Cc2cccc(F)c2)CC1	100	92	100	108	0	95	2	104
Cc1ccc(C2c3c(oc4ccccc4c3=O)C(=O)N2CCCN2CCOCC2)o1 (stereo unspecified)	102	95	103	93	0	102	31	100
Cn1c(Cc2ccccc2)nnc1SCC(=O)Nc1cccc(S(=O)(=O)NC2=NCCCCC2)c1	102	98	95	95	0	95	4	95
C/C(=N\NC(=O)c1ccn(C)n1)c1ccco1	96	100	113	105	2	96	4	100
COC(=O)c1ccc(NC2=CC(=O)CC(C)(C)C2)cc1	101	102	106	93	3	100	-22	104
COc1cc(/C=C2\SC(=Nc3ccccc3OC)NC2=O)ccc1O	99	86	104	105	5	112	11	104

High-throughput results deposited in PubChem by NMMLSC.
